High-throughput results (PubChem BioAssay)
XIAP antagonists – XIAP antagonists, biochemical, IAP family, fluorescence polarization (AID 1018); XIAP BIR domain, fluorescence polarization peptide displacement; higher % means a stronger effect; displacement, % at 20 µM, or IC50 in µM where a hit was titrated; actives 0.007% (n = 200,000); in the data active = displacement above about 50%; note: a part of the inactive calls stands beside numbers as strong as those of hits
LYP inhibition – PTPN22 lymphoid phosphatase activity blockers – biochemical, fluorescence intensity, uHTS (AID 1779); one-dose inhibition, % at 11.5 µM; IC50 in µM for titrated hits; recombinant LYP phosphatase, fluorescence intensity; higher % means a stronger effect; actives 0.054% (n = 290,000); in the data active = inhibition above about 50%;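 note: plate controls were vehicle with enzyme for no effect and no enzyme for full effect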
MgcRacGAP inhibition – MgcRacGAP GTPase-activating activity inhibitors, confirmation, biochemical, ADP Hunter fluorescence. MgcRacGAP-stimulated Rac1 GTP hydrolysis, ADP Hunter fluorescence; higher % means a stronger effect; GST-tagged Rac1 F28L mutant substrate. one-dose inhibition, % at 30 µM; IC50 in µM for titrated hits. actives 0.6% (n = 340,000). AID 624330;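 active = first-screen hits whose inhibition reached a set limit at any dose in the follow-up dose series; inconclusive = inhibition above the set first-screen limit but never retested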;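 note: fluorescence reports GDP produced by GAP-driven GTP hydrolysis; strong numbers were not always called active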
Large T inhibition – TAg ATPase/helicase activity blockers – biochemical (AID 1903) | SV40 large T antigen ATPase/helicase inhibition assay; higher % means a stronger effect | inhibition, % at 20 µM, or IC50 in µM where a hit was titrated | actives 0.39% (n = 310,000); in the data active = a potency from the dose series; inconclusive = inhibition mostly from about 32% at the one dose, without a potency; inactive = the rest, 99 in 100 with inhibition below about 32%; note: strong numbers were not always called active
HIV fusion peptide – inhibitors of HIV fusion peptide binding, primary screen, biochemical, uHTS, fluorescence dequenching (AID 1986). cell-free peptide binding, fluorescence dequenching, 30 min; higher % means a stronger effect. actives 0.3% (n = 290,000). inhibition, % at 20 µM, or IC50 in µM where a hit was titrated; in the data active = inhibition mostly above about 52%, no sharp cut-off; inactive = mostly below about 76%; note: some results filed as inactive read as strong as hits
AID2073 – inhibitors of Mint1-CaV2.2 protein interaction, biochemical, HTRF (AID 2073); HTRF protein-protein interaction, Mint1-CaV2.2; higher % means a stronger effect; inhibition, % at 20 µM, or IC50 in µM where a hit was titrated; actives 0.19% (n = 290,000); in the data active = inhibition mostly above about 51%, no sharp cut-off; inconclusive = no clear call, values can overlap the other calls; inactive = mostly below about 53%; note: some results filed as inactive read as strong as hits
SIAH1 antagonists – Siah-1 peptide-binding antagonists, primary screen, biochemical, fluorescence polarization, rhodamine-plectin, uHTS (AID 1817); actives 0.02% (n = 290,000); Siah-1 / rhodamine-plectin peptide fluorescence polarization; higher % means a stronger effect; displacement, % at 20 µM; hits with a dose series show IC50 in µM;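 active = displacement of at least 50% at 20 µM, with a fluorescence ratio check between 0.3 and a set limit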;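 note: plate controls were Siah plus tracer with DMSO for no effect and tracer alone without Siah for full effect; strong numbers were not always called active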
RSV CPE inhibition – RSV antiviral activity via CPE protection, HEp-2 cells, primary 10 µM value included (AID 2391). actives 0.13% (n = 310,000). HEp-2 cells, RSV-induced CPE inhibition; higher % means a stronger effect. CPE inhibition, % at 10 µM, or IC50 in µM where a hit was titrated; in the data active = a potency from the dose series; inconclusive = CPE inhibition mostly from about 23% at the one dose, without a potency; inactive = the rest, 99 in 100 with CPE inhibition below about 21%; note: strong numbers were not always called active
Dengue-2 NS5 capping – flavivirus cap methylation enzyme inhibition – biochemical, confirmation dose response, primary screen (AID 588689) | Dengue-2 NS5 methyltransferase capping enzyme assay, biochemical; higher % means a stronger effect | inhibition, % at 25 µM, or IC50 in µM where a hit was titrated | actives 0.3% (n = 340,000); in the data active = a potency from the dose series; inconclusive = inhibition above about 29% without an active follow-up result
The depositor's hits bear a star; ? = inconclusive; / = no result given.

XIAP antagonists	Dengue-2 NS5 capping	mol	SIAH1 antagonists	Large T inhibition	RSV CPE inhibition	AID2073	LYP inhibition	HIV fusion peptide	MgcRacGAP inhibition
-7.4%	-5%	O=C(c1ccc(CSc2ccc(Cl)cc2)cc1)N1CCCC1	4%	5%	3.4%	-1%	-9%	2.2%	4%
-4.5%	-1%	O=C(COC(=O)Cc1ccc(F)cc1)Nc1cc(S(=O)(=O)N2CCOCC2)ccc1N1CCCC1	-1%	1%	1.2%	-7%	-4%	-0.7%	2%
51%*	-5%	CCCc1nc(NCc2ccc3c(c2)OCO3)c2nnn(Cc3ccccc3Cl)c2n1	24%	8%	-2.4%	8%	-8%	0.0%	11%
-7.5%	-5%	CC1CCCN(C(=O)c2cc3c(-c4ccc(Cl)cc4)nn(C)c3s2)C1 (configuration not stated)	8%	8%	-0.6%	16%	-6%	1.4%	3%
/	2%	Cc1cc(C(=O)Nc2ccccc2)oc(=O)c1	-3%	10%	-0.3%	-2%	-4%	-0.6%	7%
4.1%	-2%	C1CCC(C23CC4CC(CC(C4)C2)C3)NC1 (configuration not stated)	-1%	5%	0.3%	10%	1%	2.2%	7%
/	-6%	COc1cc2c(cc1OC)[C@@H](Cc1ccc(OCCC#N)cc1)N(C)CC2	-6%	5%	-0.4%	6%	-8%	-1.6%	7%
-3.2%	0%	COc1ccc(-c2cc(-c3cc(F)ccc3O)[nH]n2)cc1OC	3%	3%	3.1%	16%	4%	-1.1%	14%
-1.7%	10%	CC(C)c1nc(SCC(=O)Nc2ccc(N(C)C)cc2)c2ccccc2n1	-5%	35%	3.0%	-4%	-5%	-3.4%	196µM*
/	2%	NC(=O)CC(NC(=O)Cc1ccc(Br)cc1)c1ccc(N2CCC(N3CCCC3)CC2)c([N+](=O)[O-])c1 (configuration not stated)	1%	5%	-0.3%	9%	-12%	-0.6%	1%
/	-1%	O=C(COC(=O)CCN=C1NS(=O)(=O)c2ccccc21)NNC(=O)c1ccccc1	/	25%	1.5%	/	/	/	8%
/	-7%	COc1ccc(-c2cc(C(=O)NCc3ccco3)c3ccccc3n2)c(OC)c1	0%	4%	2.5%	14%	-3%	2.4%	14%
-4.5%	-7%	CCCC(=O)NC(=S)Nc1ccccc1F	-3%	4%	4.8%	0%	-10%	1.4%	5%
/	/	CCn1cc(C(=O)O)c(=O)c2cnc(N3CCN(C(=S)NC(=O)c4ccccc4Cl)CC3)nc21	12%	6%	-0.7%	-7%	-4%	-2.4%	/
-7.1%	6%	COc1ccc2nc(SCC(=O)Nc3ccccc3C#N)[nH]c2c1	5%	7%	-0.2%	2%	-4%	-1.8%	9%
0.1%	-1%	Cc1ccc2[nH]c(=O)c(CN(CCCN3CCOCC3)Cc3nnnn3C3CCCC3)cc2c1	0%	16%	-1.6%	3%	-10%	0.4%	6%
1.0%	1%	Cc1ccc(S(=O)(=O)NNC(=O)c2cccs2)c(C)c1	-4%	13%	1.9%	1%	-5%	-2.6%	0%
/	-64%	O=C(NCc1ccc2c(c1)OCO2)c1nc(S(=O)(=O)Cc2ccccc2F)ncc1Cl	-9%	19%	1.4%	-29%	-10%	-2.7%	6%
/	-2%	Cc1ccccc1CN1CCCC(C(=O)N2CCCCC2)C1 (configuration not stated)	-1%	-6%	0.4%	-3%	-6%	-1.4%	23%
-8.1%	-3%	COc1ccc(-n2c(SCC(=O)Nc3ccc(C(=O)O)cc3)nnc2-c2cccs2)cc1	3%	5%	0.6%	-2%	0%	4.5%	13%
/	-1%	COC(CNC(=O)c1ccc2c(c1)ncn2-c1cc(C)cc(C)c1)OC	1%	6%	7.1%	5%	-8%	-0.4%	/
/	-6%	COc1ccc(/C=C2\Sc3ccc(C(=O)NCCN4CCCCCC4)cc3N(C)C2=O)cc1	-3%	5%	-0.8%	24%	-2%	-0.5%	9%
/	47%	O=C(CCCN1C(=O)/C(=C/c2ccco2)SC1=S)Nc1cccc(C(=O)O)c1	7%	?	-0.3%	6%	-4%	60%	?
-5.6%	-7%	Cc1ccccc1C(=O)N1CCN(c2ccc(NC(=O)c3cccnc3Cl)cc2)CC1	4%	30%	3.0%	-1%	-2%	-1.6%	-7%
-4.9%	5%	CC1=CC2=NC(=O)/C(=C\c3cc(C)n(-c4ccc(F)cc4)c3C)C(=N)N2O1	1%	-1%	1.4%	14%	-2%	9.5%	3%
/	-2%	CCOc1ccc(NC(=O)CCC(=O)c2ccc(OC)cc2)cc1	2%	1%	0.5%	0%	-10%	1.4%	-5%
-2.4%	4%	CC1(C)Cc2cccc(OCC(=O)Nc3ccccc3N3CCOCC3)c2O1	2%	3%	2.9%	0%	-9%	-0.5%	5%
/	-6%	O=C(NCCF)C1Nc2ccc(OC(F)(F)F)cc2C2C=CCC12 (configuration not stated)	/	10%	0.3%	/	/	/	-2%
/	5%	Cn1cc(C(=O)Nc2ccc(Cl)c(Cl)c2)cn1	/	6%	3.8%	/	/	/	10%
/	0%	O=C(Nc1ccc(S(=O)(=O)N2CCCC2)cc1)c1ccc(Cl)nc1	/	18%	14%	/	/	/	6%
/	9%	O=C(NCC1CCN(S(=O)(=O)c2ccccc2)CC1)Nc1ccc(F)cc1F	7%	5%	1.1%	2%	-8%	-0.8%	14%
-4.5%	11µM*	Cc1ccc(-c2ccc(/C=C3\C(=O)ON=C3c3ccccc3)o2)c([N+](=O)[O-])c1	1%	30µM*	42%	10µM*	13%	27%	67µM*
-15%	/	Cc1cc(OCC(O)CNC(C)(C)C)ccc1Cl (configuration not stated)	-5%	6%	0.8%	-4%	-9%	-0.9%	/
/	-2%	Cc1nc(NC(=O)CSc2nnc(C3CC3)n2C)sc1C(=O)N(C)C	-4%	8%	1.2%	11%	-9%	0.8%	5%
0.3%	-5%	CC1CN(C(=O)c2cc3c(s2)CCC3)CC(C)O1 (configuration not stated)	3%	3%	-1.0%	-16%	4%	0.5%	5%
/	4%	O=C(CN1C(=O)COc2ccccc21)NC1CCCC1	2%	7%	2.0%	3%	0%	-0.4%	0%

Among those listed so far, these have a nitro group on carbon.
XIAP antagonists	Dengue-2 NS5 capping	mol	SIAH1 antagonists	Large T inhibition	RSV CPE inhibition	AID2073	LYP inhibition	HIV fusion peptide	MgcRacGAP inhibition
/	2%	NC(=O)CC(NC(=O)Cc1ccc(Br)cc1)c1ccc(N2CCC(N3CCCC3)CC2)c([N+](=O)[O-])c1 (configuration not stated)	1%	5%	-0.3%	9%	-12%	-0.6%	1%
-4.5%	11µM*	Cc1ccc(-c2ccc(/C=C3\C(=O)ON=C3c3ccccc3)o2)c([N+](=O)[O-])c1	1%	30µM*	42%	10µM*	13%	27%	67µM*

Next part
XIAP antagonists	Dengue-2 NS5 capping	mol	SIAH1 antagonists	Large T inhibition	RSV CPE inhibition	AID2073	LYP inhibition	HIV fusion peptide	MgcRacGAP inhibition
-4.7%	9%	COc1ccc(CC(=S)N2CCOCC2)cc1	2%	1%	0.0%	-7%	-10%	-0.6%	10%
-6.1%	-7%	COc1cccc(C(C(=O)NC2CCCC2)N(Cc2ccccc2OC)C(=O)c2ccco2)c1 (configuration not stated)	4%	22%	0.2%	14%	-4%	-1.6%	15%
-4.5%	/	COC(=O)c1[nH]c2ccccc2c1NC(=O)CCN1CCN(C2CCCCC2)CC1	2%	18%	/	2%	-7%	24%	/
/	-5%	COc1ccc(NC(=O)CCN2C(=O)c3ccccc3C2=O)cc1	9%	13%	1.7%	-3%	-9%	0.9%	3%
/	-3%	O=C(c1ccc(Cl)s1)N1CCCC(N2CCN(c3ccc(F)cc3)CC2)C1 (configuration not stated)	-2%	17%	20%	2%	-10%	2.2%	0%
/	-9%	O=C(NCc1ccncc1)C1CCN(S(=O)(=O)c2ccc(F)cc2)CC1	-2%	-5%	-1.1%	7%	-1%	-0.2%	4%
-6.9%	-4%	O=C(NCCCN1CCOCC1)c1ccc(Sc2ccc(Br)cc2)c([N+](=O)[O-])c1	-2%	9%	3.2%	1%	-8%	-1.0%	11%
-6.2%	1%	Cn1c2ccc(Cl)cc2c2nc3ccccc3nc21	4%	3%	2.4%	8%	-4%	1.9%	-1%
-6.7%	0%	O=C1NCCCC1C(=O)Nc1ccccc1C(F)(F)F (configuration not stated)	-1%	23%	2.4%	3%	-8%	-0.4%	7%
-7.1%	-5%	COCCNC(=O)c1ccccc1NC(=O)Nc1ccccc1	-3%	-3%	0.1%	8%	2%	0.3%	-4%
/	/	CCCCCc1nc2c(c3c1CCCC3)CCCC2	5%	7%	0.5%	?	0%	1.2%	/
-4.1%	-6%	CCOC(=O)Cn1cc([N+](=O)[O-])c(OC)n1	1%	11%	0.8%	4%	-8%	-2.2%	12%

Whole records from above. Values in the order: XIAP antagonists, Dengue-2 NS5 capping, SIAH1 antagonists, Large T inhibition, RSV CPE inhibition, AID2073, LYP inhibition, HIV fusion peptide, MgcRacGAP inhibition
O=C(NCc1ccncc1)C1CCN(S(=O)(=O)c2ccc(F)cc2)CC1 in the list: /, -9%, -2%, -5%, -1.1%, 7%, -1%, -0.2%, 4%
COc1ccc(NC(=O)CCN2C(=O)c3ccccc3C2=O)cc1 in the list: /, -5%, 9%, 13%, 1.7%, -3%, -9%, 0.9%, 3%

As entered above.
Under RSV CPE inhibition, O=C(c1ccc(Cl)s1)N1CCCC(N2CCN(c3ccc(F)cc3)CC2)C1 (configuration not stated) has 20%
Under SIAH1 antagonists, COC(=O)c1[nH]c2ccccc2c1NC(=O)CCN1CCN(C2CCCCC2)CC1 has 2%
Under AID2073, COc1ccc(CC(=S)N2CCOCC2)cc1 has -7%
Under Large T inhibition, COc1cccc(C(C(=O)NC2CCCC2)N(Cc2ccccc2OC)C(=O)c2ccco2)c1 (configuration not stated) has 22%

(list continues)
XIAP antagonists	Dengue-2 NS5 capping	mol	SIAH1 antagonists	Large T inhibition	RSV CPE inhibition	AID2073	LYP inhibition	HIV fusion peptide	MgcRacGAP inhibition
/	-4%	COc1ccc(C(C)=O)cc1CC(=O)Nc1ccc2c(c1)CCC2	-2%	-9%	0.0%	8%	-4%	-0.3%	4%
-9.6%	-5%	C#CCOc1ccc(/C=N/NC(=O)c2cccnc2)cc1OCC	9%	30%	3.6%	6%	1%	-1.7%	13%
/	7%	Cc1csc(=O)n1CCC(=O)OCC(=O)Nc1ncc(Cl)cc1Cl	/	24%	0.9%	/	/	/	7%
-4.8%	7%	S=C(NCCc1ccccc1)Nc1ccc(Nc2ccccc2)cc1	8%	8%	5.5%	-25%	2%	-0.1%	27%
